OX1R antag-1: blocks the human orexin 1 receptor; AID 434989; CHO/OX1R cells, Fluo-8 calcium fluorescence, orexin A; inhibition, % at 5 µM; actives 0.43% (n = 330,000);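 active = inhibition above its plate's threshold, mean inhibition of all tested compounds on the plate plus 3 SD, cut at about 37% in these data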;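 also: 0% = orexin A challenge wells and 100% = SB-334867-A antagonist wells; not every result past the cut was called active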
Target sequence (O43613 whole entry, looked up): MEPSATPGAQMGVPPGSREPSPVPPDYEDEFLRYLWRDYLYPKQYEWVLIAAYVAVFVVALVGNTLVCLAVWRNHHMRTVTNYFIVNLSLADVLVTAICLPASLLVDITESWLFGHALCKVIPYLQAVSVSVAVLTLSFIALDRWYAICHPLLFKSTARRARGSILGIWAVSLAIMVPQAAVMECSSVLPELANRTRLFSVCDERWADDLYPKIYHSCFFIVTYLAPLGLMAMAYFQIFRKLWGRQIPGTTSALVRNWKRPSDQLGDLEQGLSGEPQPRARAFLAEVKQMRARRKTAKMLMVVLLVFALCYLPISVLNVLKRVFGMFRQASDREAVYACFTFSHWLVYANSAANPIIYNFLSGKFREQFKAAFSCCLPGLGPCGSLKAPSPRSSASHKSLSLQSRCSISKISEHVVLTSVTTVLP
OX1R antag-2: antagonists of human orexin 1 receptor (OX1R); OX1R-expressing cells, FRET antagonist read-out; AID 485270; O43613; actives 1.8% (n = 330,000); inhibition, % at 6.6 µM; in the data active = inhibition mostly above about 38%, no sharp cut-off; inactive = mostly below about 40%;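 also: 0% = agonist challenge alone and 100% = reference antagonist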
The depositor's hits bear a star.

Preview:
`COc1ccc(N(CC(=O)NCc2ccco2)S(C)(=O)=O)c(OC)c1` gave OX1R antag-1 -4.0 and OX1R antag-2 1.7.
`C[C@@H](OC(=O)c1[nH]cnc1C(=O)NCc1ccc(CNC(=O)OC(C)(C)C)cc1)c1ccccc1` gave OX1R antag-1 -12.3 and OX1R antag-2 3.4.
Fc1ccccc1COc1ccc(Br)cc1CNCc1ccncc1 was read as OX1R antag-1 -23.4 and OX1R antag-2 27.8.
Screening O=C(Nc1sc2c(c1C(=O)O)CCC2)c1ccc(F)cc1 returned OX1R antag-1 -12.0 and OX1R antag-2 28.8.
COc1ccc(Cl)cc1NC(=O)CN1c2ccccc2CC1C (configuration not stated) was read as OX1R antag-1 -1.3 and OX1R antag-2 23.5.

Results, from the first entry:
`COc1ccc(N(CC(=O)NCc2ccco2)S(C)(=O)=O)c(OC)c1` gave OX1R antag-1 -4.0 and OX1R antag-2 1.7.
`C[C@@H](OC(=O)c1[nH]cnc1C(=O)NCc1ccc(CNC(=O)OC(C)(C)C)cc1)c1ccccc1` gave OX1R antag-1 -12.3 and OX1R antag-2 3.4.
Fc1ccccc1COc1ccc(Br)cc1CNCc1ccncc1 was read as OX1R antag-1 -23.4 and OX1R antag-2 27.8.
Screening O=C(Nc1sc2c(c1C(=O)O)CCC2)c1ccc(F)cc1 returned OX1R antag-1 -12.0 and OX1R antag-2 28.8.
COc1ccc(Cl)cc1NC(=O)CN1c2ccccc2CC1C (configuration not stated) was read as OX1R antag-1 -1.3 and OX1R antag-2 23.5.
`O=C(NCCc1ccccc1)c1ccc2c(c1)S(=O)(=O)c1ccccc1C2=O` gave OX1R antag-1 -25.0 and OX1R antag-2 24.4.
CCOc1ccc(-n2c(Cc3cc(=O)[nH]c(=O)[nH]3)nnc2SCC(N)=O)cc1 was read as OX1R antag-1 3.1 and OX1R antag-2 3.1.
Screening COc1ccc(NC(=O)CSc2c(C)n[nH]c2C)cc1 returned OX1R antag-1 -10.8 and OX1R antag-2 10.7.
For CCn1c(SCC(=O)O)nnc1-c1cccnc1 the results were OX1R antag-1 4.9 and OX1R antag-2 22.2.
`COc1ccc(NC(=O)CC2SC(N3CCOCC3)=NC2=O)c(OC)c1` (configuration not stated) gave OX1R antag-1 -6.5 and OX1R antag-2 11.0.
For Cc1ccc(C)c(OCCC(=O)OCC(=O)NC(=O)NCc2ccccc2)c1 the results were OX1R antag-1 -25.0 and OX1R antag-2 20.9.
`CCC1CCCCN1Cc1nc2c(c(=O)n(C)c(=O)n2C)n1CC(C)C` (configuration not stated) gave OX1R antag-1 -22.5 and OX1R antag-2 7.8.
For CC(C)OC(=O)Nc1ccc2c(c1)N(C(=O)CCN1CCN(CCO)CC1)c1ccccc1CC2 the results were OX1R antag-1 -18.6 and OX1R antag-2 7.3.
Cc1ccc(C(=O)N/N=C/c2ccc(-c3cccc(Cl)c3)o2)cn1 was read as OX1R antag-1 -34.4 and OX1R antag-2 17.3.
Nc1nonc1-n1nnc(C(=O)N/N=C/c2cccc(Cl)c2)c1-c1cccs1 was read as OX1R antag-1 4.1 and OX1R antag-2 -1.7.
`CN1C2C=C(N(CCc3c[nH]c4ccccc34)C(=O)c3ccc(Cl)cc3)CC1CC2` (configuration not stated) gave OX1R antag-1 -20.9 and OX1R antag-2 9.2.
Screening Clc1ccc(C2=CC(c3ccco3)n3ncnc3N2)cc1 (configuration not stated) returned OX1R antag-1 -8.1 and OX1R antag-2 31.8.
`Cc1noc(C)c1COC(=O)c1cc(=O)[nH]c2ccccc12` gave OX1R antag-1 -20.1 and OX1R antag-2 36.6.
O=C(NC1=NCCS1)c1ccccc1Br was read as OX1R antag-1 0.1 and OX1R antag-2 12.5.
O=C(Oc1ccccc1C(=O)Nc1ccccc1)c1ccccc1Br was read as OX1R antag-1 -9.2 and OX1R antag-2 7.7.
CCc1cc(=O)oc2cc(OCC(=O)O)c(Cl)cc12 was read as OX1R antag-1 -0.2 and OX1R antag-2 21.6.
`COc1ccc(C)cc1NC(=O)CCNS(=O)(=O)c1cccc(C(F)(F)F)c1` gave OX1R antag-1 -25.8 and OX1R antag-2 23.2.
`O=C(COC(=O)CNC(=O)c1cccc(F)c1)NCCC1=CCCCC1` gave OX1R antag-1 -28.6 and OX1R antag-2 11.8.
`O=C(NCC1CCCO1)C1CC(=O)N(c2ccc(Cl)cc2)C1` (configuration not stated) gave OX1R antag-1 -17.6 and OX1R antag-2 16.1.
CC(NC(=O)NNC(N)=S)(C(F)(F)F)C(F)(F)F was read as OX1R antag-1 -20.8 and OX1R antag-2 7.9.
`CN(c1ccccc1)c1nc(N)c([N+](=O)[O-])c(Nc2ccccc2F)n1` gave OX1R antag-1 -39.9 and OX1R antag-2 28.2.
`Cc1cccc(CCNC(=O)CC2C(=O)NCCN2Cc2ccccc2C)n1` (configuration not stated) gave OX1R antag-1 -5.5 and OX1R antag-2 32.1.
`CC(C)CNC(=O)COC(=O)/C=C/c1ccccc1[N+](=O)[O-]` gave OX1R antag-1 -5.2 and OX1R antag-2 41.0.
For CCOc1cc(/C=N/N2CCOCC2)ccc1OCc1ccc(C(=O)OC)o1 the results were OX1R antag-1 -19.9 and OX1R antag-2 17.9.
Screening COc1ccc(N2CCN(Cc3cc(=O)oc4cc(C)c(Cl)c(C)c34)CC2)cc1 returned OX1R antag-1 -40.1 and OX1R antag-2 12.1.
Screening O=C(Nc1ccc2c(c1)OCO2)NC1CCN(Cc2ccccc2)CC1 returned OX1R antag-1 -8.4 and OX1R antag-2 14.3.
For NC(=O)c1ccsc1NC(=O)COC(=O)/C=C/c1ccc([N+](=O)[O-])cc1 the results were OX1R antag-1 -4.4 and OX1R antag-2 8.6.
COc1cc(C(=O)NCCOc2ccccc2C)cc(OC)c1OC was read as OX1R antag-1 -25.5 and OX1R antag-2 16.6.
For CCOC(=O)c1ccccc1NC(=O)Cn1cnc2c(oc3ccccc32)c1=O the results were OX1R antag-1 -19.2 and OX1R antag-2 7.7.
CC(C)(C)C(=O)Nc1ccc(-c2nc3ccccc3c(=O)o2)cc1 was read as OX1R antag-1 -0.4 and OX1R antag-2 8.0.
Screening Brc1cccc(CNCc2cccs2)c1 returned OX1R antag-1 -14.6 and OX1R antag-2 14.7.
Screening Cc1nn(Cc2c(Cl)cccc2Cl)c(C)c1NC(=O)c1cc(C(C)C)on1 returned OX1R antag-1 89.5* and OX1R antag-2 5.6.
For O=C(NCCCN1CCOCC1)C1Nc2ccc(OC(F)(F)F)cc2C2C=CCC12 (configuration not stated) the results were OX1R antag-1 -17.1 and OX1R antag-2 18.2.
`CCCNc1c(NS(=O)(=O)c2cccs2)c(=O)oc2ccccc12` gave OX1R antag-1 -27.0 and OX1R antag-2 8.0.
Screening COc1ccc(OC)c(/C=C/C(=O)OCC(=O)N2CCCCC2)c1 returned OX1R antag-1 -22.0 and OX1R antag-2 11.3.
`CCCC(=O)N1CCN(c2ccc([N+](=O)[O-])c(NC(C)c3ccccc3)c2)CC1` (configuration not stated) gave OX1R antag-1 -18.8 and OX1R antag-2 7.9.
Screening COC(=O)c1cc(OC)c(OC)cc1NCC(=O)Nc1ccc(C)cc1 returned OX1R antag-1 -14.1 and OX1R antag-2 25.7.
CC(C)(C)NC(=O)C(c1ccco1)N(Cc1ccc2c(c1)OCO2)C(=O)c1snc(C(N)=O)c1N (configuration not stated) was read as OX1R antag-1 -23.7 and OX1R antag-2 5.9.
For CC1CC(CCC(=O)NC(=S)Nc2ccc(S(N)(=O)=O)cc2)C(=O)O1 (configuration not stated) the results were OX1R antag-1 -17.1 and OX1R antag-2 21.1.
Cc1cccn2c(=O)c(C=Nc3ccccc3)c(NCCO)nc12 was read as OX1R antag-1 -6.4 and OX1R antag-2 19.1.
Screening COc1ccc(NS(=O)(=O)c2cc(NC(=O)c3cccc(OCc4c(C)noc4C)c3)ccc2OC)cc1 returned OX1R antag-1 -4.5 and OX1R antag-2 48.8.
Screening O=C(c1ccco1)N1N=C(c2ccc(Cl)cc2)CC1c1ccco1 (configuration not stated) returned OX1R antag-1 -31.3 and OX1R antag-2 6.8.
For O=C(NCc1ccco1)c1ccccc1-c1nc(-c2ccccc2)no1 the results were OX1R antag-1 -20.3 and OX1R antag-2 -3.2.
Screening CC1=C(C(=O)NCCCOC(C)C)C2(CCC(C)CC2)OC1=O (configuration not stated) returned OX1R antag-1 -16.1 and OX1R antag-2 6.4.
For COc1cccc(C(=O)NNC(=O)Cc2csc(N)n2)c1 the results were OX1R antag-1 -11.5 and OX1R antag-2 7.6.
`Cc1cccc(NC(=S)NC2CC3CCCC(C2)N3CC(C)C)c1` (configuration not stated) gave OX1R antag-1 -26.8 and OX1R antag-2 9.5.
Screening CCCCC1CCC(c2nc(-c3ccccn3)no2)CC1 (configuration not stated) returned OX1R antag-1 -9.2 and OX1R antag-2 0.2.
For Oc1ccc(/C=N/NC(=S)NCCN2CCOCC2)c(O)c1 the results were OX1R antag-1 -2.3 and OX1R antag-2 12.7.
COc1ccc(CCNC(=O)c2cnc3ccccn3c2=O)cc1 was read as OX1R antag-1 -7.9 and OX1R antag-2 11.3.
Screening O=S(=O)(Nc1ccc(Br)cc1)N1CCOCC1 returned OX1R antag-1 -15.8 and OX1R antag-2 1.1.
CC(=O)c1ccc(NC(=O)[C@@H]2CCCN2C(=O)OC(C)(C)C)cc1 was read as OX1R antag-1 -12.8 and OX1R antag-2 16.6.
For COc1ccc(C(CNC(=O)COc2cc(C)ccc2Cl)N2CCCCC2)cc1 (configuration not stated) the results were OX1R antag-1 -24.8 and OX1R antag-2 9.7.
Screening COc1ccc2[nH]c3c(c2c1)CCN1C(=O)C(CC(=O)NCc2cccc(C(F)(F)F)c2)C[C@H](C(=O)N2CCCCC2)[C@@]31C (some centres not stated) returned OX1R antag-1 -28.2 and OX1R antag-2 3.4.
`Cc1cc(N2CCN(C3CCCC3)CC2)n2c(nc3ccccc32)c1C#N` gave OX1R antag-1 -22.6 and OX1R antag-2 11.1.
Oc1ccc(C[C@@H]2CNCCN2CCC23CC4CC(CC(C4)C2)C3)cc1 was read as OX1R antag-1 -0.3 and OX1R antag-2 15.6.
Cc1ccc(S(=O)(=O)N2CCN(Cc3cc(=O)n4ccccc4n3)CC2)c(C)c1 was read as OX1R antag-1 -26.4 and OX1R antag-2 4.9.
Screening COc1cccc(CC(=O)OCC(=O)Nc2nnc(-c3ccccc3)o2)c1 returned OX1R antag-1 -0.1 and OX1R antag-2 -2.4.
`CCS(=O)(=O)N1CCC(C(=O)NCC2CCCO2)CC1` (configuration not stated) gave OX1R antag-1 -2.9 and OX1R antag-2 1.1.
For O=C(Nn1cnnc1)c1ccc(Cl)cc1[N+](=O)[O-] the results were OX1R antag-1 -13.3 and OX1R antag-2 11.2.
Screening CCOC(=O)c1cccnc1SCc1cc(=O)n2ccccc2n1 returned OX1R antag-1 -17.9 and OX1R antag-2 11.8.
`Cc1ccsc1C(=O)OCC(=O)Nc1c(C)n(C)n(-c2ccccc2)c1=O` gave OX1R antag-1 -6.1 and OX1R antag-2 -0.8.
Cc1ccc(OCCCCNC(C)(C)C)c([N+](=O)[O-])c1 was read as OX1R antag-1 -15.6 and OX1R antag-2 21.3.
Screening CC(NC(=O)c1cc(F)c(F)c(F)c1F)c1ccc(-n2ccnc2)cc1 (configuration not stated) returned OX1R antag-1 -17.1 and OX1R antag-2 13.2.
Cc1ccc(NC(=O)CSc2nnc(CNC(=O)c3ccccc3F)o2)cc1Cl was read as OX1R antag-1 -5.8 and OX1R antag-2 13.1.
`CCC(=O)N1CCN(c2ccccc2NC(=O)COc2cccc(C)c2C)CC1` gave OX1R antag-1 -25.6 and OX1R antag-2 35.8.
`COc1ccc2cc(C3(C)NC(=O)N(CC(=O)NCCC4=CCCCC4)C3=O)ccc2c1` (configuration not stated) gave OX1R antag-1 -10.2 and OX1R antag-2 16.0.
`COc1ccc(C(=O)NCC(c2ccc(F)cc2)N2CCOCC2)cc1S(=O)(=O)N1CCCC1` (configuration not stated) gave OX1R antag-1 -17.6 and OX1R antag-2 10.2.
For CN(C)CCCN(C(=O)c1ccc(Br)s1)c1nc2cc3c(cc2s1)OCO3 the results were OX1R antag-1 -14.3 and OX1R antag-2 11.2.
Screening Cc1oc(-c2ccccc2)nc1C(=O)Nc1nccs1 returned OX1R antag-1 -20.3 and OX1R antag-2 13.4.
For CC(=O)Nc1ccc(NC(=O)c2ccc(Cl)nc2)cc1 the results were OX1R antag-1 -20.3 and OX1R antag-2 0.7.
`COc1ccc(S(=O)(=O)N2CCN(C(=O)CN3C(=O)NC(C)(C)C3=O)CC2)cc1` gave OX1R antag-1 -9.8 and OX1R antag-2 1.6.
`COC(=O)C1=C(C)N(C)C(=O)NC1c1c(O)ccc2ccccc12` (configuration not stated) gave OX1R antag-1 -2.9 and OX1R antag-2 28.5.
COc1cc(NC(=S)Nc2cccnc2)cc(OC)c1 was read as OX1R antag-1 -12.2 and OX1R antag-2 14.0.
CCOC(=O)c1c(C)n(C)c2cc(Br)c(OC)cc12 was read as OX1R antag-1 -48.6 and OX1R antag-2 17.9.
Screening O=C(c1cccc(NS(=O)(=O)c2ccc(F)c(F)c2)c1)N1CCN(C(c2ccccc2)c2ccccc2)CC1 returned OX1R antag-1 -15.0 and OX1R antag-2 2.2.
For O=C(CN1CCCSc2ccccc21)N1CCN(S(=O)(=O)c2cccc(F)c2)CC1 the results were OX1R antag-1 -23.4 and OX1R antag-2 -2.4.
Screening CCCNC(=O)NCCc1ccncc1 returned OX1R antag-1 8.2 and OX1R antag-2 1.9.

Two consecutive compounds from above:
For CN(C)CCCN(C(=O)c1ccc(Br)s1)c1nc2cc3c(cc2s1)OCO3 the results were OX1R antag-1 -14.3 and OX1R antag-2 11.2.
Screening Cc1oc(-c2ccccc2)nc1C(=O)Nc1nccs1 returned OX1R antag-1 -20.3 and OX1R antag-2 13.4.

Screens (PubChem)
